CHRM1 antagonist = antagonists of human M1 muscarinic receptor | CHO-K1 hM1, Fluo-8 calcium fluorescence, ACh EC80 antagonist | inhibition, % at 3 µM | 360,000 compounds, 1.3% hits | AID 588852;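 active means percent inhibition above its own plate's cutoff, namely the mean of that plate's compound wells plus 3 SD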;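 further: peak over basal fluorescence ratio during 140 s after agonist addition; 0% = ACh EC80 plus DMSO and 100% = DMSO alone without agonist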
Target sequence (P11229 whole entry, looked up): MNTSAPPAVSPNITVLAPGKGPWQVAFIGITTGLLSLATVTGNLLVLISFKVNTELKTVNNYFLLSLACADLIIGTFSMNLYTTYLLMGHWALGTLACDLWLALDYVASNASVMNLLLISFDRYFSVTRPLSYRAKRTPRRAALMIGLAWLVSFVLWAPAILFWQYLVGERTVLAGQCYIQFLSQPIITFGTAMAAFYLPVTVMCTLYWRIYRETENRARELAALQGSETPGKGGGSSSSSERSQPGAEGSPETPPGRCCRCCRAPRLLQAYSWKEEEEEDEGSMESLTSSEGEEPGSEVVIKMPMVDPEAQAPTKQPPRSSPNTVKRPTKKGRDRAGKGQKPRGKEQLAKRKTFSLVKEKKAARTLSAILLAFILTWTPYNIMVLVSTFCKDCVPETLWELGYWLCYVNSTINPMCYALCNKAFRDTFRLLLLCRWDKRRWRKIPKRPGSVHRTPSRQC
M5 antag = blocks acetylcholine activation of human M5 receptor; inhibition, % at 3 µM; AID 624040; 360,000 compounds, 0.59% hits; CHO-hM5 cells, Fluo-8 calcium fluorescence, ACh EC80; P08912;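 active means inhibition above a per-plate cutoff, the mean of that plate's test compounds plus 3 SD, cut at about 27% in these data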;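 further: 0% = acetylcholine EC80 with DMSO and 100% = DMSO without agonist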
Target sequence (P08912 whole entry, looked up): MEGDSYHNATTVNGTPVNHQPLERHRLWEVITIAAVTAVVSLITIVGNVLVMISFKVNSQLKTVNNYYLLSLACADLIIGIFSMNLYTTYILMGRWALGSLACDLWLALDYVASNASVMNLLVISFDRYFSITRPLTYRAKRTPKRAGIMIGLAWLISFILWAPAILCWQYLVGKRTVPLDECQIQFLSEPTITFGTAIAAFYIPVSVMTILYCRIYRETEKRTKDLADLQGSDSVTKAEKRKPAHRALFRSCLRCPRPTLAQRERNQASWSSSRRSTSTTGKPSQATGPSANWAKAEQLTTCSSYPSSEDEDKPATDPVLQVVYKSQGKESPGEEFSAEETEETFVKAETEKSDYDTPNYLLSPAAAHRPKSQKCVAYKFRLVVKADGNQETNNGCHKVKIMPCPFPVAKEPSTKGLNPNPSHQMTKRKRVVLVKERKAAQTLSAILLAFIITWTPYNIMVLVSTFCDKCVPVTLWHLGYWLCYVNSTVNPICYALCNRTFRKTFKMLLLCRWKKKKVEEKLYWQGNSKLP
CHRM4 PAM = potentiates acetylcholine response at human M4 receptor. P08173. 360,000 compounds, 0.4% hits. activation, % at 3 µM. CHO-K1 hM4/Gqi5, Fluo-8 calcium fluorescence, ACh EC20; 0% = ACh EC20, 100% = maximal ACh;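 active means activation above its plate's cutoff, the mean activation of sample wells plus 3 SD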; further: some results filed as inactive read as strong as hits
CHRM4 agonist = CHRM4 agonism in calcium assay; CHO-K1 hM4/Gqi5, Fluo-8 calcium fluorescence; vehicle 0%, full acetylcholine response 100%; activation, % at 3 µM; 360,000 compounds, 0.14% hits; AID 624127;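 active means activation above the run mean over all test wells plus 3 SD, cut at about 32% in these data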;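 further: peak over basal fluorescence ratio per well then scaled between controls; 0% = DMSO wells and 100% = acetylcholine at EC100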
CHRM1 PAM = human CHRM1 positive allosteric modulation; P11229; CHO-K1 hM1, Fluo-8 calcium fluorescence, ACh EC20; 0% = ACh EC20, 100% = maximal ACh; activation, % at 3 µM; 360,000 compounds, 0.088% hits; AID 588819; in the data active means activation above about 19%, passing the limit was not always enough
CRFBP-R2 agonist = CRF-BP/CRF-R2 complex agonism; 350,000 compounds, 0.46% hits; activation, % at 13.2 µM; HEK293 CRF-R2/CRF-BP, calcium dye fluorescence (FLIPR); percent of saturating CRF peptide response; AID 588473;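 active means activation of at least 50%, plus an integration ratio under a set limit after plate pattern correction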;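 further: plate controls were neutral control wells without compound for no effect and CRF at EC100 for full effect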
M5 PAM = positive allosteric modulators of human muscarinic M5 receptor; CHO-K1 hM5, Fluo-8 calcium, ACh EC20 PAM; 0% = ACh EC20, 100% = ACh EC100; activation, % at 3 µM; 360,000 compounds, 0.3% hits; AID 624038;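 active means activation above the run cutoff, the mean activation of all test compounds plus 3 SD, cut at about 18% in these data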
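Measured by: Fluo-8 calcium fluorescence; material: human M5 receptor in CHO-K1 cells; schedule: Post-acetylcholine fluorescence recording 140 s; benchmarks: low control EC20 acetylcholine (0%), high control EC100 acetylcholine (100%); read-out: Max/basal fluorescence ratio as % of EC20–EC100 ACh window; compound: single dose, 3 µM nominal final test concentration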
CHRM4 antagonist = CHRM4 antagonism in calcium assay; 360,000 compounds, 0.73% hits; CHO-hM4 cells, ACh EC80, Fluo-8 calcium fluorescence; AID 624125; inhibition, % at 3 µM;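 active means inhibition above its plate's cutoff, the mean inhibition of sample wells plus 3 SD, cut at about 27% in these data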;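 further: 0% = acetylcholine EC80 with DMSO and 100% = DMSO without agonist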
CHRM5 agonist = agonists of human muscarinic M5 receptor (CHRM5); CHO-K1 hM5 cells, Fluo-8 calcium fluorescence; 0% DMSO wells, 100% maximal acetylcholine response; 360,000 compounds, 0.19% hits; AID 624037; activation, % at 3 µM; P08912;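 active means activation above the run's mean over test compounds plus 3 SD, cut at about 23% in these data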;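 further: signal is peak over basal fluorescence ratio across the kinetic read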
Active calls of the source: *; / = no result given.

SMILES	CHRM1 antagonist	M5 antag	CHRM4 PAM	CHRM4 agonist	CHRM1 PAM	CRFBP-R2 agonist	M5 PAM	CHRM4 antagonist	CHRM5 agonist
CCOc1ccccc1NC(=O)Nc1ccc2c(c1)CCC2	-25	0	20*	0	17	-0.7	10	-4	-2
NC(=O)c1ccc(NC(=O)c2cncn2-c2ccccc2)cc1	-1	24	-3	1	-2	1.1	-7	0	-3
S=C(NCCc1c[nH]c2ccccc12)NC1CCCC1	-10	-6	1	2	10	-0.7	0	1	-2
Cn1c(NCc2ccco2)nc2ccccc21	-13	-3	6	0	7	0.0	7	-14	1
O=S(=O)(c1cnccc1N1CCN(/N=C/c2ccc(Br)cc2)CC1)N1CCCCC1	-1	6	5	0	6	12	2	1	-2
CN(C1=NS(=O)(=O)c2ccccc21)c1ccc(OC(=O)c2ccccc2F)cc1	-18	2	9	1	13	0.7	-5	-9	0
Cc1cc(N(C)Cc2ccccc2)nc2cc(O)ccc12	-3	3	1	1	2	-2.4	-4	-7	0
Cc1ccccc1NC(=O)C(C)Sc1nnc(-c2ccncc2)n1CC1CCCO1 (centres undefined)	-11	3	2	1	6	-0.1	3	-14	-2
C/C=C(/C)C(=O)Nc1cccc(C2=NOC3(C2)C[C@@H](C(N)=O)N(C(=O)[C@H]2CCC(=O)N2)C3)c1 (some centres undefined)	0	2	7	1	3	-0.9	5	1	1
Cc1ccc([N+](=O)[O-])cc1S(=O)(=O)N1CCNCC1	0	2	2	2	3	0.9	14	6	-3
O=C(N/C(=C\c1ccc([N+](=O)[O-])cc1)C(=O)N1CCOCC1)c1ccccc1	-9	-1	-4	1	10	2.6	11	3	2
Cc1ccc(CN2CCN(Cc3cn[nH]c3C3CCCCC3)CC2CCO)cc1 (centres undefined)	-2	-8	-6	1	2	-2.3	8	-5	-4

Next part (2 carried over from the part before).
SMILES	CHRM1 antagonist	M5 antag	CHRM4 PAM	CHRM4 agonist	CHRM1 PAM	CRFBP-R2 agonist	M5 PAM	CHRM4 antagonist	CHRM5 agonist
O=C(N/C(=C\c1ccc([N+](=O)[O-])cc1)C(=O)N1CCOCC1)c1ccccc1	-9	-1	-4	1	10	2.6	11	3	2
Cc1ccc(CN2CCN(Cc3cn[nH]c3C3CCCCC3)CC2CCO)cc1 (centres undefined)	-2	-8	-6	1	2	-2.3	8	-5	-4
Cc1cc(C)nc(-n2cc(C(=O)c3cc(F)ccc3O)cn2)n1	-2	3	-1	6	4	-1.0	-6	-11	-1
Nn1c(=O)c2ccccc2n2c(SCc3ccccc3)nnc12	-5	29*	13	2	4	2.8	38*	-17	-4
CC(C)N1CCN(CC2COc3ccccc3O2)CC1 (centres undefined)	-5	5	-4	5	0	2.2	0	4	-5
O=C1OC(c2ccc(Cl)cc2)=C/C1=C/c1cccnc1	-1	7	-5	-1	-1	5.2	-1	6	2
COCC(C)n1c(C)cc(C(=O)Cn2nc(C(=O)O)c3ccccc3c2=O)c1C (centres undefined)	6	7	1	1	-5	-0.7	0	7	0
Cc1c(Cl)cccc1NC(=O)c1cc(-c2ccco2)on1	16	15	-14	1	-17	1.1	-5	6	-8
O=C1NC2c3ccccc3CC2O1 (centres undefined)	8	11	0	0	-2	-0.2	1	-5	-4
COc1cc2nc(C(C)(C)C)oc(=O)c2cc1OC	-7	2	-24	0	6	-0.3	-1	-11	0
CCNC(=O)O/N=C1\CCCCC1c1ccc([N+](=O)[O-])cc1[N+](=O)[O-] (centres undefined)	-6	12	-11	14	5	6.2	-6	-9	1
Cn1cc(Br)c(C(=O)Nc2sc3c(c2C#N)CCC3)n1	-12	5	5	0	17	-0.7	4	0	3
Cc1ccccc1OCC(=O)NCC(=O)OCC(=O)c1ccc([N+](=O)[O-])cc1	-11	2	5	4	1	1.5	-5	-4	-3
O=C(COC(=O)c1cc(Cl)ccc1O)Nc1ccccc1C(=O)NC1CC1	-3	14	15	3	9	1.5	0	-3	0
O=C(CSc1nnnn1-c1ccc2c(c1)OCCO2)c1cccc2c1OCCO2	-7	4	-1	2	5	0.2	-5	-5	1
CC(Oc1ccc(Br)cc1)C(=O)N(Cc1ccccc1)c1c(N)n(Cc2ccccc2)c(=O)[nH]c1=O (centres undefined)	-4	1	0	0	0	-2.0	-3	3	-1
CCC(C)Nc1cc(C)nc2ncnn12 (centres undefined)	-10	1	5	2	8	-0.4	0	-6	-3
COc1ccccc1/C=C/C(=O)NCC(=O)N/N=C/c1cccnc1	-11	-3	-4	1	15	-0.5	0	3	-3
Cc1cc(C)nc(Nc2nc3ccccc3s2)n1	-20	4	1	2	15	4.2	9	0	3
N#Cc1nc(-c2cccs2)oc1NCc1ccccc1Cl	-32	8	5	1	-5	-1.2	-4	-1	-4
COc1cc(Nc2nc3ccc(Cl)cc3n3cnnc23)cc(OC)c1OC	-12	4	0	3	7	-4.3	-2	-4	-2
Cc1cccc2cc(CN(CC3CCCO3)C(=O)c3cccs3)c(=O)[nH]c12 (centres undefined)	-10	-4	5	2	15	-0.5	10	-20	-2
CC(C)(C)Cc1nnc(NS(C)(=O)=O)s1	-3	12	5	3	11	-0.9	-9	3	4
COc1cc(/C=C/C(=O)c2ccc(NS(=O)(=O)c3ccc(C)cc3)cc2)ccc1OC(F)F	6	-1	-10	0	2	-1.0	-2	9	-2
CC(=O)NC(=O)NC1OC(=O)C(Cl)=C1Cl (centres undefined)	-11	1	17*	1	7	4.0	0	-15	-3
Cc1cccc(NC(=O)c2cc(NC(=O)c3ccco3)ccc2N2CCCCC2)c1	-9	8	5	0	9	-0.8	0	4	-2
COC(=O)c1c(C)oc2ccc(N(C(=O)Oc3ccccc3)S(=O)(=O)c3ccc(Cl)c([N+](=O)[O-])c3)cc12	2	4	8	1	4	2.0	-2	8	-1
Cc1ccc(S(=O)(=O)NCC(=O)NC2CC2)cc1	21	8	0	2	-4	-0.8	-5	-1	-1
O=C1OCCC1Sc1nnc(-c2ccco2)o1 (centres undefined)	-16	-2	7	1	1	1.1	-2	3	-2
C=CCn1c(SCC(=O)Nc2nccs2)nnc1-c1cc2cccc(OC)c2o1	3	-8	10	3	3	-0.8	-3	-1	2
C[C@H](CO)N1C[C@H](C)[C@@H](CN(C)S(=O)(=O)c2cn(C)cn2)Oc2ccc(NC(=O)C3CCCCC3)cc2C1=O	-12	0	4	0	11	0.6	2	-7	0
Cc1ccc(Cn2c(=N)c(S(=O)(=O)c3ccc(C)cc3)cc3c(=O)n4ccccc4nc32)cc1	-9	4	3	0	5	29	0	-8	-4
COc1ccc(/C=C2\SC(=O)N(CCc3nnc(N)s3)C2=O)cc1	-8	6	-4	9	3	-3.9	-1	-1	6
CCCCC[C@@H](/C=C/C1C(=O)C=C[C@H]1C/C=C\CCCC(=O)OC)OC(C)=O (some centres undefined)	8	7	-10	8	-5	-1.7	-7	10	-1
COc1ccc(C(=O)NCC(=O)OCC(=O)N2CCCc3ccccc32)cc1	-9	-4	9	1	10	0.0	9	0	-3
CCn1c(CNC(=O)C23CC4CC(CC(C4)C2)C3)nnc1SC	-7	4	2	1	9	-0.7	6	-5	1
O=C(N/N=C/c1ccccc1Cl)c1ccncc1	-11	14	-1	1	9	-2.9	-9	-5	-3
CC1(C)CC(=O)C=C(N2CCOCC2)C1	-8	13	0	1	5	0.8	-1	-2	-3
Cc1cc(C)n(-c2nc3ccccc3c3nc(C)nn23)n1	-4	2	10	1	8	-0.6	-2	-4	2
O=C(/C=C/c1ccc(Cl)cc1)c1cccnc1	-12	0	3	8	11	-5.2	8	-5	-1
O=C(CSc1nc2ccc(NC(=O)CSc3nnnn3Cc3ccccc3)cc2s1)Nc1ccccc1	6	3	-3	2	3	0.7	-6	10	2
O=C(O)CCCC(=O)Nc1cccc(C(F)(F)F)c1	-7	-3	11	1	2	0.3	7	2	-5
CCCS(=O)(=O)NC(=O)C1(C)CCN(C(=O)c2ccccc2C(F)(F)F)C1 (centres undefined)	-15	12	5	1	11	/	-4	-3	1
Cc1nnc(NC(=O)CN2C(=O)NC3(CCCC3)C2=O)s1	-10	-8	-1	-1	4	-1.2	6	2	3
CCCCn1c(N)c(N(CC)C(=O)c2cccs2)c(=O)[nH]c1=O	-15	-5	7	0	24	0.4	3	-11	2
O=C(Cc1cccc2ccccc12)NCC(=O)N1CCN(Cc2cccc(C(F)(F)F)c2)CC1	10	6	3	13	-4	0.6	-16	-23	-1
CC(NC(=O)COC(=O)c1ccc2ccccc2n1)c1ccccc1 (centres undefined)	4	16	-1	4	-3	1.0	1	-7	2
O=C(CSc1nccc(=O)[nH]1)N1CCCc2ccccc21	-16	-1	4	2	5	-1.2	-5	-7	0
CCOC(=O)N1CCN(C(=O)C(C)(C)Oc2ccc(Cl)cc2)CC1	-18	4	6	-1	6	-1.8	-1	1	1
CCc1ccc(OCC(=O)N/N=C\c2ccco2)c([N+](=O)[O-])c1	-2	-1	-1	1	4	-1.2	0	2	-1

By substructure: those above with a Cl atom (ten)
SMILES	CHRM1 antagonist	M5 antag	CHRM4 PAM	CHRM4 agonist	CHRM1 PAM	CRFBP-R2 agonist	M5 PAM	CHRM4 antagonist	CHRM5 agonist
O=C1OC(c2ccc(Cl)cc2)=C/C1=C/c1cccnc1	-1	7	-5	-1	-1	5.2	-1	6	2
Cc1c(Cl)cccc1NC(=O)c1cc(-c2ccco2)on1	16	15	-14	1	-17	1.1	-5	6	-8
O=C(COC(=O)c1cc(Cl)ccc1O)Nc1ccccc1C(=O)NC1CC1	-3	14	15	3	9	1.5	0	-3	0
N#Cc1nc(-c2cccs2)oc1NCc1ccccc1Cl	-32	8	5	1	-5	-1.2	-4	-1	-4
COc1cc(Nc2nc3ccc(Cl)cc3n3cnnc23)cc(OC)c1OC	-12	4	0	3	7	-4.3	-2	-4	-2
CC(=O)NC(=O)NC1OC(=O)C(Cl)=C1Cl (centres undefined)	-11	1	17*	1	7	4.0	0	-15	-3
COC(=O)c1c(C)oc2ccc(N(C(=O)Oc3ccccc3)S(=O)(=O)c3ccc(Cl)c([N+](=O)[O-])c3)cc12	2	4	8	1	4	2.0	-2	8	-1
O=C(N/N=C/c1ccccc1Cl)c1ccncc1	-11	14	-1	1	9	-2.9	-9	-5	-3
O=C(/C=C/c1ccc(Cl)cc1)c1cccnc1	-12	0	3	8	11	-5.2	8	-5	-1
CCOC(=O)N1CCN(C(=O)C(C)(C)Oc2ccc(Cl)cc2)CC1	-18	4	6	-1	6	-1.8	-1	1	1

Screens: PubChem, several laboratories
